Chronic BCR inh – chronic active BCR signaling inhibition; ABC-DLBCL IkBa-CBG/CBR reporter, luminescence ratio, 4 h; Potency, µM (top dose mostly 46.1 µM), for inactives: at the top dose ratio change, negative = lower green/red ratio, usual class: inhibitors; 340,000 compounds, 0.05% hits; active = well fitted inhibition curve with a large enough effect in the signal ratio, with a control signal flat, not every such curve was filed as active; inconclusive = small, poorly fitted or top-dose-only effect, or effect the other way, or a change in a side signal; the % refers to the signal ratio;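 also: potency is read from the fitted curve at half-maximal effect; plate controls were basal doxycycline-induced cells for no effect and cells given 10 µM MG132 for full effect; MG132 reads +100%, hits lower the ratio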
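Concentration-response series (up to 46 uM) were applied to TMD8 dual-reporter cells for 4 h at 37C with doxycycline. Green/red ratio, after filter-overlap correction, defined %Activity; red signal alone was normalised to basal cells and zero luminescence.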
TCR act – activators of T cell receptors. AID 504894. primary human leukocytes, anti-CD3, IL-2 HTRF, 48 h. Potency, µM (series often up to 9.22 µM), for the others: at the top dose activation of IL-2 secretion, hits mostly activators. 330,000 tested, under 10 active; also: % of control where 0% means no effect
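IL-2 produced over 48 hr by a-CD3 bead-stimulated primary human leukocytes exposed to compounds was detected with a homogeneous time-resolved FRET immunoassay, 665nm acceptor signal after 320nm excitation.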
a7 integrin act – activates integrin-mediated alleviation for muscular dystrophy; alpha7betagal myoblasts, beta-gal FDG fluorescence, 48 h; Potency, µM (titrated, usually from 38.3 µM), inactives show at the highest dose activation, most hits filed as activators; 350,000 compounds, 0.064% hits; AID 624291;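 also: potency is read from the fitted curve at half-maximal effect; 100% = response of the positive control SU9516; nearly all actives have a fitted effect of over 60% in size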
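Alpha7betagal+/- myoblasts (passage 13) were plated 16-24 hr, then exposed to compounds (1:260 dilution of DMSO stock) for 48 hours at 37C. After MPER lysis, β-galactosidase reporter activity was read as FDG fluorescence (ex 480/em 540) after 30 minutes.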
Mito fusion act – blocks mitochondrial division or promotes mitochondrial fusion | S. cerevisiae fusion-defective mutant growth rescue, CellTiterGlo 48 h | Potency, µM (doses to about 46.1 µM), for inactives: at the top dose growth rescue (activation), hits mostly activators | 320,000 compounds, 0.23% hits | AID 485298;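 also: potency is read from the fitted curve at half-maximal effect; % of control where 0% means no effect; nearly all actives have a fitted effect of over 45% in size; temperature-sensitive fusion mutants such as fzo1-1 at 37 °C on non-fermentable ethanol glycerol medium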
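Compounds are tested for their ability to restore growth of mitochondrial fusion-defective yeast strains at non-permissive 37C in YPEG medium over 48 hours. Viability is quantified by luciferase luminescence.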
PTAP TSG101 blk – blocks PTAP/TSG101 interaction to inhibit HIV-1 budding; Q99816; Fluorescence polarization, FITC-PTAP peptide / Tsg101 binding; Potency, µM (titrated, usually from 115 µM), for inactives: at the top dose activity change, negative = inhibition, most hits filed as inhibitors; 340,000 tested, under 10 active; active = well fitted inhibition curve with a large enough effect in the main read-out, with a control signal flat, not every such curve was filed as active; inconclusive = small, poorly fitted or top-dose-only effect, or effect the other way, or a change in a side signal; inactive = no such curve, though single readings can be large or run the other way; also: potency is read from the fitted curve at half-maximal effect; % of control where 0% means no effect
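Fluorescence anisotropy tracks displacement of a FITC-tagged PTAP peptide (50 nM) from the Tsg101 binding domain (10 uM), following a 20 min room-temperature incubation at pH 7.5.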
ASM inhibitor – blocks human secretory acid sphingomyelinase; P17405; placental ASM, HMU-PC fluorogenic substrate, 60 min; Potency, µM (top dose mostly 57.5 µM), inactives show at the highest dose activity change, negative = inhibition, usual class: inhibitors; 340,000 compounds, 0.006% hits; AID 504937; also: potency is read from the fitted curve at half-maximal effect
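qHTS format. ASM enzyme prepared from human placenta hydrolyses the fluorogenic substrate HMU-PC0 (9 uM final) over 60 min at 37 °C after a 10 min compound preincubation.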
Eya2 phos inh – inhibitors of human Eya2 phosphatase activity. O00167. recombinant Eya2, OMFP fluorescence dephosphorylation (OMFP is methylfluorescein phosphate). Potency, µM (titrated, usually from 76.9 µM), without a hit: at the top dose activity, negative = inhibition, actives largely listed as inhibitors. 330,000 compounds, 0.006% hits. AID 488837; also: potency is read from the fitted curve at half-maximal effect; % is scaled to controls: 0 for no effect and ±100 for the full control effect
Target sequence (O00167 whole entry, looked up): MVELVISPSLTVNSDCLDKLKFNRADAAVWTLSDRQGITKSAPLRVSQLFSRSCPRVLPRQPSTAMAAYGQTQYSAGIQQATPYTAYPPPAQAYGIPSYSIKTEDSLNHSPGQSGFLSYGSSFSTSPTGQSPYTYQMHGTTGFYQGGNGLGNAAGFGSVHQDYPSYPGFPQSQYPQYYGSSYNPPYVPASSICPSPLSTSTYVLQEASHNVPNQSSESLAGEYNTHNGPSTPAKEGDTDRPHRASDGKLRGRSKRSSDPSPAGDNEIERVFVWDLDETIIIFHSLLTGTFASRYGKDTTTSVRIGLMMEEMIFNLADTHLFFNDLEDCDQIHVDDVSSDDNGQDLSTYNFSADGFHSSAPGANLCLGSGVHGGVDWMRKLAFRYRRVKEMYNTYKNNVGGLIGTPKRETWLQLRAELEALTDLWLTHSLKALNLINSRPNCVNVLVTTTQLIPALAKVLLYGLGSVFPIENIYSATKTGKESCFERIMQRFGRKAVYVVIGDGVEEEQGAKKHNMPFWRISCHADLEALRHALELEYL
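Eya2 protein (added as 0.2 uM solution) was preincubated with compound for 10 min at ambient temperature in 50 mM HEPES pH 7.5, 50 mM NaCl, 5 uM MgCl2, 0.05% BSA, 1 mM DTT. OMFP (added at 50 uM) then reacted 10 min; fluorescence read at 485/525 nm.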
Tb PFK block – inhibitors of T. brucei phosphofructokinase. AID 485367. T. brucei PFK, ADP-Glo luminescence. 330,000 compounds, 0.17% hits. Potency, µM (highest dose often 57.5 µM), for inactives: at the top dose activity, negative = inhibition, most hits filed as inhibitors. O15648;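 also: potency is read from the fitted curve at half-maximal effect; 0% = uninhibited 1x PFK enzyme wells and -100% = no-enzyme wells; nearly all actives have a fitted effect of over 60% in size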
Target sequence (O15648 whole entry, looked up): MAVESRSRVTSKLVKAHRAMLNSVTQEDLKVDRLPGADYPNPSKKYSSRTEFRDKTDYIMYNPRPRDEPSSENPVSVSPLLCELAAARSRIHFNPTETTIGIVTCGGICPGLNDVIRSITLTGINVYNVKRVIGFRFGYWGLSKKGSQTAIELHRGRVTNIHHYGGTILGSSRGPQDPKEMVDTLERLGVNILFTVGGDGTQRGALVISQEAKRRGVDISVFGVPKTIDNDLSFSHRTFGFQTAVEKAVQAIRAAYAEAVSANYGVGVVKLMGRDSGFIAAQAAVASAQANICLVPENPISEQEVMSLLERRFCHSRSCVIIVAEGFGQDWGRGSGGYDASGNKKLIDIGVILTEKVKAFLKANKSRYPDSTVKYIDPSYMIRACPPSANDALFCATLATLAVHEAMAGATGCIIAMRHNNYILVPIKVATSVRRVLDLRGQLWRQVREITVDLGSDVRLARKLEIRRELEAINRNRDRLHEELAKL
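Luminescent ADP detection (ADP-Glo, two-step: ATP depletion then ADP-to-ATP conversion for luciferase) reported PFK activity after 45 min room-temperature reaction of 1.25 nM enzyme with 0.5 mM F6P and 0.1 mM ATP at pH 8.0.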
TSHR antagonist – blocks TSH signaling through the human TSH receptor | activity change, negative = inhibition, % at 11.5 µM | 330,000 compounds, 0.2% hits | TSHR-expressing cells, TSH-stimulated cAMP HTRF, 2 h; hits give low values;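 active = activity change below a set negative limit, meaning inhibition stronger than a set level, cut at about -70% in these data; inconclusive = activity change between two set negative limits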; also: % is scaled to controls: 0 for no effect and ±100 for the full control effect
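Read-out is FRET at 665 nm (cryptate excitation 337 nm) from a cryptate-tagged anti-cAMP antibody, competed by cell cAMP against cAMP-d2. Compounds are tested on freshly harvested TSHR cells challenged with 4nM TSH (EC80) for 2 hours at 37 deg C.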
A-T KAP1 phos – potential ataxia-telangiectasia treatments restoring KAP-1 phosphorylation. 320,000 compounds, 0.19% hits. AID 485349. […] A-T fibroblasts, KAP-1 phosphorylation AlphaLISA; neocarzinostatin DNA damage 30 min before lysis. Potency, µM (highest dose often 57.5 µM), for the others: top-dose activation, usual class: activators; also: potency is read from the fitted curve at half-maximal effect; % of control where 0% means no effect; nearly all actives have a fitted effect of over 45% in size
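hTERT-immortalized A-T patient fibroblasts ([…]), 500 cells/well in OPTI-MEM, 1% FBS, got compounds for 60 min, then NCS for 30 min at 37C. Lysates were then assayed for phospho-KAP-1 by AlphaLISA (anti-pKAP1 donor, anti-KAP1 acceptor beads), 6 hr at 25C.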
ELG1 DNA repair – inhibitors of ELG1-dependent DNA repair in HEK293T cells | 330,000 compounds, 2.3% hits | Potency, µM (highest dose often 46.1 µM), inactives show top-dose activity change, negative = inhibition, hits mostly inhibitors | HEK293T ELG1-luciferase reporter, luminescence, 16 h; DNA damage induced by 5-fluorouridine; also: potency is read from the fitted curve at half-maximal effect; % is scaled to controls: 0 for no effect and ±100 for the full control effect; nearly all actives have a fitted effect of over 55% in size
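5-Fluorouridine DNA damage + compound/DMSO, 2,000 cells/well, 16 h, 37 °C/5% CO2. ONE-Glo, 30 min RT, luminescence. Readout = decrease in reporter signal.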
* marks the source's active call; other numbers are inactive results; & = joins results of further samples; [ ] = dose if it differs, or a comment. Unless noted, calls follow the shape of the dose curve; as a rule, active = well fitted curve in the direction sought with a large enough effect; inconclusive = small, poorly fitted or top-dose-only effect, or another doubt; inactive = no such curve, though single readings can be large; an effect the other way counts as inactive or inconclusive. Rows were taken by chance; 3.2% or so of the library scored in one or more.

Results for CC(C)(C)C1CCc2nc(NC(=O)Cc3cn4ccsc4n3)sc2C1 (stereo not drawn) ?
Chronic BCR inh: inconclusive; TCR act: 2%; a7 integrin act: -10%; Mito fusion act: 4%; PTAP TSG101 blk: -6%; ASM inhibitor: -2%; Eya2 phos inh: inconclusive; Tb PFK block: -11%; TSHR antagonist: -8; A-T KAP1 phos: -2%; ELG1 DNA repair: inconclusive

Results for CCOC(=O)CNC(=O)c1ccc(C)cc1 ?
Chronic BCR inh: 15%; TCR act: 12%; a7 integrin act: 34%; Mito fusion act: -5%; PTAP TSG101 blk: -2%; ASM inhibitor: 13%; Eya2 phos inh: 14%; Tb PFK block: -1%; TSHR antagonist: -3; A-T KAP1 phos: -1%; ELG1 DNA repair: 9%

What do the screens show for `COc1ccc(CCN2C(=O)CSC2c2ccc(OC)c(OC)c2)cc1OC` (stereo not drawn)?
Chronic BCR inh: inconclusive; TCR act: 3%; a7 integrin act: -34%; Mito fusion act: -1%; PTAP TSG101 blk: -9%; ASM inhibitor: -3%; Eya2 phos inh: -2%; Tb PFK block: -2%; TSHR antagonist: -3; A-T KAP1 phos: -3%; ELG1 DNA repair: inconclusive

Results for COc1ccc2c(=O)c3c(=O)n(-c4ccccc4)c(-c4ccco4)nc3oc2c1 ?
Chronic BCR inh: inconclusive; TCR act: 6%; a7 integrin act: 8%; Mito fusion act: -7%; PTAP TSG101 blk: -5%; ASM inhibitor: 5%; Eya2 phos inh: -5%; Tb PFK block: 1%; TSHR antagonist: -2; A-T KAP1 phos: -7%; ELG1 DNA repair: 2%

How did COc1ccc([C@@H](NC(=O)OC(C)(C)C)C(=O)OC(C)(C)C)cc1 do in these assays?
Chronic BCR inh: 0%; TCR act: 3%; a7 integrin act: -18%; Mito fusion act: 9%; PTAP TSG101 blk: -4%; ASM inhibitor: 5%; Eya2 phos inh: 5%; Tb PFK block: -1%; TSHR antagonist: 20; A-T KAP1 phos: 12%; ELG1 DNA repair: 20%

How did COc1ccc(NC(=O)COC(C)=O)cc1OC do in these assays?
Chronic BCR inh: 4%; TCR act: 6%; a7 integrin act: 1%; Mito fusion act: -2%; PTAP TSG101 blk: -1%; ASM inhibitor: 0%; Eya2 phos inh: 1%; Tb PFK block: -1%; TSHR antagonist: -5; A-T KAP1 phos: 2%; ELG1 DNA repair: 4%

How did COc1ccccc1OC(C)C(=O)N1CC(=O)Nc2ccccc21 (stereo not drawn) do in these assays?
Chronic BCR inh: 1%; TCR act: 11%; a7 integrin act: 2%; Mito fusion act: 6%; PTAP TSG101 blk: 1%; ASM inhibitor: 0%; Eya2 phos inh: -16%; Tb PFK block: -1%; TSHR antagonist: 8; A-T KAP1 phos: 1%; ELG1 DNA repair: -1%

What do the screens show for `O=C(/C=C/c1cccs1)N1CCN(c2ccccc2)CC1`?
Chronic BCR inh: -1%; TCR act: -3%; a7 integrin act: -1%; Mito fusion act: 3%; PTAP TSG101 blk: -3%; ASM inhibitor: 2%; Eya2 phos inh: 3%; Tb PFK block: 1%; TSHR antagonist: -6; A-T KAP1 phos: 3%; ELG1 DNA repair: inconclusive

What do the screens show for `O=C(CN1CCN(CC(=O)Nc2ccccc2Cl)CC1)Nc1ccc(F)c(F)c1`?
Chronic BCR inh: -4%; TCR act: 5%; a7 integrin act: -25%; Mito fusion act: 1%; PTAP TSG101 blk: 0%; ASM inhibitor: -5%; Eya2 phos inh: -10%; Tb PFK block: 0%; TSHR antagonist: -4; A-T KAP1 phos: -2%; ELG1 DNA repair: inconclusive

Results for CCC(=O)Nc1ccc(S(=O)(=O)c2ccc(NC(=O)CC)cc2)cc1 ?
Chronic BCR inh: -2%; TCR act: 8%; a7 integrin act: 15%; Mito fusion act: 7%; PTAP TSG101 blk: -3%; ASM inhibitor: 0%; Eya2 phos inh: 11%; Tb PFK block: -14%; TSHR antagonist: 2; A-T KAP1 phos: inconclusive; ELG1 DNA repair: 6%

How did CCOC(=O)C1=C(C)NC(=O)NC1c1c(O)ccc2ccccc12 (stereo not drawn) do in these assays?
Chronic BCR inh: -4%; TCR act: 3%; a7 integrin act: 11%; Mito fusion act: 5%; PTAP TSG101 blk: -7%; ASM inhibitor: -3%; Eya2 phos inh: -10%; Tb PFK block: -1%; TSHR antagonist: 10; A-T KAP1 phos: -7%; ELG1 DNA repair: -1%

Results for c1cncc(-c2nnc(SCc3nc4ccccc4[nH]3)o2)c1 ?
Chronic BCR inh: 3%; TCR act: 1%; a7 integrin act: 14%; Mito fusion act: 5%; PTAP TSG101 blk: -7%; ASM inhibitor: 4%; Eya2 phos inh: 8%; Tb PFK block: -9%; TSHR antagonist: 0; A-T KAP1 phos: 7%; ELG1 DNA repair: 1%

What do the screens show for `CN(CC(=O)NC(=O)NC1CCCCC1)c1ccccc1`?
Chronic BCR inh: -3%; TCR act: 2%; a7 integrin act: 2%; Mito fusion act: -7%; PTAP TSG101 blk: -3%; ASM inhibitor: 4%; Eya2 phos inh: -5%; Tb PFK block: -3%; TSHR antagonist: 11; A-T KAP1 phos: -4%; ELG1 DNA repair: inconclusive

What do the screens show for `COc1ccc2cc3cc(C(=O)N4CCCCCC4)oc3nc2c1`?
Chronic BCR inh: 5%; TCR act: 1%; a7 integrin act: 0%; Mito fusion act: 1%; PTAP TSG101 blk: 1%; ASM inhibitor: -3%; Eya2 phos inh: 7%; Tb PFK block: 1%; TSHR antagonist: -16; A-T KAP1 phos: -1%; ELG1 DNA repair: inconclusive

What do the screens show for `O=C(Cc1ccc(Br)cc1)NCCc1ccc(Cl)cc1Cl`?
Chronic BCR inh: inconclusive; TCR act: -15%[46.1 µM]; a7 integrin act: 1%; Mito fusion act: inconclusive; PTAP TSG101 blk: 1%; ASM inhibitor: -6%; Eya2 phos inh: -10%; Tb PFK block: 6%; TSHR antagonist: -28; A-T KAP1 phos: 4%; ELG1 DNA repair: 6%

What do the screens show for `Nc1cccc2c1C(=O)N(CC(=O)NC13CC4CC(CC(C4)C1)C3)C2=O`?
Chronic BCR inh: 7%; TCR act: -8%; a7 integrin act: -14%; Mito fusion act: -9%; PTAP TSG101 blk: -7%; ASM inhibitor: 281%[activator]; Eya2 phos inh: 6%; Tb PFK block: 4%; TSHR antagonist: 20; A-T KAP1 phos: 26%; ELG1 DNA repair: 10%

How did Cc1ccc(N(CCC#N)C(=O)CSc2ccc3c(c2)OCCO3)cc1 do in these assays?
Chronic BCR inh: -4%; TCR act: 5%; a7 integrin act: 4%; Mito fusion act: 3%; PTAP TSG101 blk: 0%; ASM inhibitor: -2%; Eya2 phos inh: -12%; Tb PFK block: 0%; TSHR antagonist: -3; A-T KAP1 phos: 4%; ELG1 DNA repair: inconclusive

Results for COc1ccccc1N1CCN(C(=O)CSc2ncnc3scc(-c4ccccc4)c23)CC1 ?
Chronic BCR inh: inconclusive; TCR act: -2%[46.1 µM]; a7 integrin act: -8%; Mito fusion act: 22%; PTAP TSG101 blk: 6%; ASM inhibitor: -3%; Eya2 phos inh: -18%; Tb PFK block: -4%; TSHR antagonist: -19; A-T KAP1 phos: 1%; ELG1 DNA repair: inconclusive

What do the screens show for `CN(C)c1ccnc2c[cH-]cc12.[Fe].c1ccc(-[c-]2[c-](-c3ccccc3)[c-](-c3ccccc3)[c-](-c3ccccc3)[c-]2-c2ccccc2)cc1` (stereo not drawn)?
Chronic BCR inh: inconclusive; TCR act: -1%&1%; a7 integrin act: -3%&0%; Mito fusion act: -29%&-37%; PTAP TSG101 blk: -13%; ASM inhibitor: -5%&-11%; Eya2 phos inh: -5%&-5%; Tb PFK block: -1%&3%; TSHR antagonist: 7&-4; A-T KAP1 phos: -48%&-26%; ELG1 DNA repair: inconclusive

How did Cc1cc(OCC(=O)O/N=C(\N)c2ccccc2)ccc1Cl do in these assays?
Chronic BCR inh: inconclusive; TCR act: 6%; a7 integrin act: -16%; Mito fusion act: -5%; PTAP TSG101 blk: -2%; ASM inhibitor: -3%; Eya2 phos inh: 0%; Tb PFK block: 1%; TSHR antagonist: -5; A-T KAP1 phos: 12%; ELG1 DNA repair: inconclusive

Bioassay records deposited in PubChem BioAssay by National Center for Advancing Translational Sciences (NCATS).
